Bioassay records deposited in PubChem by National Center for Advancing Translational Sciences (NCATS).
BLM helicase inh: Bloom syndrome helicase (human) inhibition; recombinant BLM DNA unwinding, fluorescence dequenching; Potency, µM (top dose mostly 56.1 µM), for inactives: at the highest dose activity change, negative = inhibition, hits mostly inhibitors; 350,000 tested, 0.2% active;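 note: potency is the fitted concentration of half-maximal effect; plate controls were vehicle for no effect and no enzyme for full effect; nearly all actives have a fitted effect of over 35% in size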
ALOX12 inh: inhibitors of human 12S-lipoxygenase ALOX12; P18054; 580,000 tested, 1.1% active; Potency, µM (highest dose often 108 µM), without a hit: at the highest dose activity change, negative = inhibition, hits mostly inhibitors; purified 12hLO, xylenol orange hydroperoxide absorbance; note: potency is the fitted concentration of half-maximal effect; % is set by controls: 0 for no effect and ±100 for the full control effect
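Hydroperoxide product was detected by ferrous iron/xylenol orange as the 573 to 405 nm absorbance ratio. Arachidonic acid at 40 uM (final) was turned over for 30 min at room temperature by 150 nM human 12hLO, pH 7.0 Hepes buffer, after 15 min compound preincubation.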
POLI inh: inhibitors of human DNA polymerase iota; Q9UNA4; Pol iota fluorescent replication assay, 10 min; Potency, µM (highest dose often 115 µM), inactives show top-dose activity, negative = inhibition, actives largely listed as inhibitors; 390,000 tested, 1% active; note: potency is the fitted concentration of half-maximal effect
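Fluorescent replication assay read twice, at 0 min and 10 min after adding 50 nM (final) substrate. Enzyme (10 nM) and compounds were first incubated 15 min at room temperature; enzyme-free buffer wells were negative controls.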
Anesthetic bind: candidate novel general anesthetic via apoferritin binding; apoferritin/1-aminoanthracene competitive binding, fluorescence; Potency, µM (series often up to 77.5 µM), inactives show at the top dose activity change, negative = displacement, hits mostly inhibitors; 350,000 tested, 0.074% active; note: potency is the fitted concentration of half-maximal effect; % is set by controls: 0 for no effect and ±100 for the full control effect; nearly all actives have a fitted effect of over 20% in size
Target sequence (P02791 2-175 limits assumed): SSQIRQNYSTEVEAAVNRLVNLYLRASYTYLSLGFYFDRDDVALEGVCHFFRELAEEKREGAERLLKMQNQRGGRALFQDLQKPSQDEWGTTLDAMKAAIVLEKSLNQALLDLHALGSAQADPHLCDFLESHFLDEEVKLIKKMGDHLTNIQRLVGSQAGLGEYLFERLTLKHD
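Steps: apoferritin (10 uM) was premixed with half-saturated 1-AMA in PBS, compounds were pin-transferred, plates stood 10 min at room temperature, fluorescence was read at 380/535 nm, and curves were fitted with a Hill equation.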
Pol kappa inh: inhibitors of human DNA polymerase kappa; AID 588579; Potency, µM (series often up to 107 µM), for the others: at the highest dose activity, negative = inhibition, usual class: inhibitors; Q9UBT6; purified Pol kappa, fluorescent DNA synthesis assay, 10 min; 400,000 tested, 0.53% active; note: potency is the fitted concentration of half-maximal effect; % is set by controls: 0 for no effect and ±100 for the full control effect
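50 nM final substrate added after 15 min RT preincubation of 10 nM Pol kappa with compound; fluorescence read at 0 and 10 min.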
APEX1 inh: APE1 (human) endonuclease inhibition; recombinant APE1, TAMRA/BHQ-2 abasic DNA cleavage fluorescence; Potency, µM (top dose mostly 65.8 µM), inactives show at the top dose activity change, negative = inhibition, hits mostly inhibitors; 350,000 tested, 0.35% active;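 note: potency is the fitted concentration of half-maximal effect; plate controls were vehicle for no effect and reference inhibitor for full effect; nearly all actives have a fitted effect of over 55% in size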
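Measures dequenching upon AP-site incision of a 5'-TAMRA/3'-BHQ-2 THF-containing duplex, 50 nM; human APE1 0.75 nM after 15 min room-temperature exposure to compound; kinetic three-point read at one-minute spacing.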
TRHR ag: TRH receptor (human) agonism; P34981; TRHR cells, calcium flux fluo-8, FDSS agonist mode; activation, % at 2 µM; 360,000 tested, 0.18% active; AID 493084; in the data active = activation above about 30%; note: 0% is about no effect
Target sequence (P34981 whole entry, looked up): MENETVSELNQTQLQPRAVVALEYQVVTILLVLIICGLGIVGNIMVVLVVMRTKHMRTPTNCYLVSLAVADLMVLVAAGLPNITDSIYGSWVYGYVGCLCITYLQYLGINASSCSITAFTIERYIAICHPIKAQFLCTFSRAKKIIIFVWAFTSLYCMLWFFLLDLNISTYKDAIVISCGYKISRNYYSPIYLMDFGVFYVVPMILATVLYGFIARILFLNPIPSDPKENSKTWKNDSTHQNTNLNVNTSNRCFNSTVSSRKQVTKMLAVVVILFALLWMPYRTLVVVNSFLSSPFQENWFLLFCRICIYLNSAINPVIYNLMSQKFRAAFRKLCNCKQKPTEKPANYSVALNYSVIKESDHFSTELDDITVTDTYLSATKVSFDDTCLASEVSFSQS
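Fluo-8-loaded TRHR cells; 10 s baseline, compound added, kinetic Ca2+ fluorescence read 1/s, agonist mode.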
POLB inh: blocks human DNA polymerase beta activity; P06746; Potency, µM (top dose mostly 114 µM), for inactives: at the top dose activity change, negative = inhibition, usual class: inhibitors; Pol beta primer extension/strand displacement, fluorescence kinetic; 340,000 tested, 1.3% active; note: potency is the fitted concentration of half-maximal effect; % is set by controls: 0 for no effect and ±100 for the full control effect
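Preincubation: enzyme (10 nM) with compound, 15 min, RT. Reaction: substrate added to 50 nM final. Reads: 0 and 10 min. Analysis: normalized, Hill fit.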
ERG-DNA inh: blocks human ERG Ets domain binding to DNA. P11308. fluorescence polarization, His-ERG Ets domain / labelled DNA. Potency, µM (top dose mostly 76.9 µM), without a hit: top-dose FP activity, negative = inhibition, actives largely listed as inhibitors. 370,000 tested, 0.028% active. AID 624246; active = well fitted inhibition curve with a large enough effect in the polarisation, with a control signal flat; inconclusive = small, poorly fitted or top-dose-only effect, or effect the other way, or a change in a side signal; inactive = no such curve, though single readings can be large or run the other way; the % refers to the polarisation;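 note: polarization taken with two DNA probes labelled with fluorescein and Texas red; potency is the fitted concentration of half-maximal effect; % of control where 0% means no effect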
Target sequence (P11308 whole entry, looked up, the tested form may be a part): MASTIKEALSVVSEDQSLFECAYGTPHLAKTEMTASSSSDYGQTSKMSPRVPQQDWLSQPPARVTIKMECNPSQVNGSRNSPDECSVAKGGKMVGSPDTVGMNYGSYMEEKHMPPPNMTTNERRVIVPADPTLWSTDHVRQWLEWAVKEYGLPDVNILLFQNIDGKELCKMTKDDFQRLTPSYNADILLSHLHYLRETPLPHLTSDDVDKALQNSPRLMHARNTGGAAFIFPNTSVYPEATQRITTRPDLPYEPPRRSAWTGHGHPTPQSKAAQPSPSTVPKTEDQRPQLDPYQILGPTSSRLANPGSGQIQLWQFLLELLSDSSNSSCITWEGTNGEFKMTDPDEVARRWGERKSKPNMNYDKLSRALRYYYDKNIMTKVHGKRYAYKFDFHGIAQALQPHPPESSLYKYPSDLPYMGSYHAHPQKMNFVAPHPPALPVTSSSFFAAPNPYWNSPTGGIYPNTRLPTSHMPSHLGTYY
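His-tagged ERG Ets domain (1 uM in the protein solution; 300mM KCl, 50mM Tris-HCl, 1mM EDTA, 1mM DTT, pH 7.5) received compound, then a probe mix of 5 nM fluorescein-DNA and 100nM Texas-615-DNA. Fluorescence polarization was read for both dyes.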
* marks the source's active call; other numbers are inactive results; i = inactive; ? = inconclusive; . = not tested or not shown; & = joins results of further samples; [ ] = remark or other dose. Unless noted, calls come from the whole dose curve; as a rule, active = well fitted curve in the direction sought with a large enough effect; inconclusive = small, poorly fitted or top-dose-only effect, or another doubt; inactive = no such curve, though single readings can be large; an effect the other way counts as inactive or inconclusive.

SMILES	BLM helicase inh	ALOX12 inh	POLI inh	Anesthetic bind	Pol kappa inh	APEX1 inh	TRHR ag	POLB inh	ERG-DNA inh
CCn1nnc2cc(C(=O)OCC(=O)N(C)Cc3cccc(F)c3)ccc21	.	4%	68%[activator]	.	2%	17%	.	.	-1%
COCCN1Cc2cccc(C(=O)NCc3cccs3)c2C1=O	-3%	0%	8%	-6%	2%[60.1 µM]	-9%	0.3	-2%	-5%
O=C1C=CC(=O)N1CCCCCCN1C(=O)C=CC1=O	-3%	?	-37%	-10%	-16%	-6%	1.0	0%	-7%
CCN(CC)CCC(c1ccc2c(c1)OCO2)c1c(O)cc(OC)cc1OC (configuration not stated)	-8%&1%	-1%	-28%&33%	-1%&-16%	-18%&14%	3%&-2%	0.6	2%	9%
CC(=O)c1ccc(N2CCN(CC(=O)Nc3ccc(N4CCOCC4)cc3)CC2)cc1	1%	.	.	-4%	.	12%	0.5	22%	.
Cc1cc(N/C=C(\C#N)S(=O)(=O)c2ccc(Cl)cc2)nc(C)n1	-2%	4%	-1%[58.9 µM]	-9%	-13%	?	-0.4	19%	9%
CCCCCOC(=O)c1[nH]c2c(c1C)C(=O)C(C(=O)OC)C(C)C2 (configuration not stated)	-6%	148%[activator]	-22%	?	-17%	14%	-0.8	2%	-1%
CCC1CN(C(=O)NCc2ccccc2)c2ccccc2O1 (configuration not stated)	-4%	-31%	127%[activator]	-4%	-10%	38%	-0.2	-22%	-1%
CC(=O)Cc1nsc(NC(=O)c2ccccc2)n1	-2%	265%[activator]	-16%	-11%	0%	-1%	1.1	0%	1%
CCN1CCN(Cc2oc(CO)cc(=O)c2O)CC1	-4%	-2%	18%	-6%	1%	5%	0.3	1%	1%
O=C(NC1CCCC1)C(c1ccccn1)N(C(=O)c1csnn1)c1ccccc1Br (configuration not stated)	.	-19%	?	.	-1%	14%	0.1	.	17%
Cc1cccc(C(C)n2nnc3ccccc32)c1O (configuration not stated)	.	0%	-19%	.	-23%	0%	-0.4	.	3%
COc1ccc(C2NC(=S)N3C(c4ccc(OC)cc4)NC(=S)N23)cc1 (configuration not stated)	0%	?	?	-1%	-10%	5%	0.5	10%	-2%
CCOC(=O)c1ccccc1NC(=O)c1c(F)c(F)c(F)c(F)c1F	-6%	48%[activator]	14%	-11%	-9%	16%	-0.5	27%	-10%
CCOC(=O)Cc1csc(NS(=O)(=O)c2ccc([N+](=O)[O-])cc2)n1	-6%	0%	121%[activator]	-6%	-14%	49%[activator]	0.4	13%	-19%
COc1ccc(NC(=O)NNC(=O)COc2ccc3cc(Br)ccc3c2)cc1	-5%	.	24%	-3%	-15%	-5%	1.1	20%	-13%
Cc1ccc(S(=O)(=O)NC(CC(C)C)C(=O)N2CCN(C/C=C/c3ccccc3)CC2)cc1 (configuration not stated)	.	126%[activator]	-20%	.	5%	20%	-0.2	.	-5%
Cc1ccccc1C(=O)NCC(c1ccco1)N1CCc2ccccc2C1 (configuration not stated)	.	?	32%[activator]	.	-13%	9%	-0.3	.	2%
Cc1cc(C)nc(NNC(=O)c2ccccc2O)n1	2%	i	?	-3%	0%	-2%	0.1	14%	17%
CCN1CCN(Cc2nc3c(c(=O)n(C)c(=O)n3C)n2Cc2ccccc2Cl)CC1	2%	.	.	-3%	.	-8%	1.0	1%	.
OCCCc1nc2n(n1)C(c1ccccc1Cl)C=C(c1cccs1)N2 (configuration not stated)	-3%	.	39%[activator]	629%[activator]	-16%	-2%	8.6	1%	-7%
CC1CCN(C(=O)CSc2nnc(CNC(=O)COc3ccc(Cl)cc3)o2)CC1	0%	41%[activator][57.4 µM]	-17%	?	-9%	2%	-1.7	0%	7%
Cc1ccc2cccc(NC(=O)c3ccc(-c4cccc(Cl)c4Cl)o3)c2n1	-10%	-2%	-10%	-5%	-2%	.	2.6	20%	-8%
CCn1cc(C(=O)OCC(=O)Nc2cc(OC)cc(OC)c2)c(=O)c2ccc(C)nc21	-2%	-14%	10%	-7%	-6%	.	-0.6	-1%	0%
COc1ccc(-c2cc3c(=O)n(CC(=O)NCc4ccc(F)cc4)ncn3n2)cc1	-2%	6%	-21%	1%	4%	-2%	0.1	9%	-3%

The last four records of the part before are carried over, then new ones follow:
SMILES	BLM helicase inh	ALOX12 inh	POLI inh	Anesthetic bind	Pol kappa inh	APEX1 inh	TRHR ag	POLB inh	ERG-DNA inh
CC1CCN(C(=O)CSc2nnc(CNC(=O)COc3ccc(Cl)cc3)o2)CC1	0%	41%[activator][57.4 µM]	-17%	?	-9%	2%	-1.7	0%	7%
Cc1ccc2cccc(NC(=O)c3ccc(-c4cccc(Cl)c4Cl)o3)c2n1	-10%	-2%	-10%	-5%	-2%	.	2.6	20%	-8%
CCn1cc(C(=O)OCC(=O)Nc2cc(OC)cc(OC)c2)c(=O)c2ccc(C)nc21	-2%	-14%	10%	-7%	-6%	.	-0.6	-1%	0%
COc1ccc(-c2cc3c(=O)n(CC(=O)NCc4ccc(F)cc4)ncn3n2)cc1	-2%	6%	-21%	1%	4%	-2%	0.1	9%	-3%
CCOC(=O)c1cc2nc(Nc3ccc(OC)cc3)sc2s1	-4%	0%	8%	33%[activator]	0%	-6%	1.5	13%	13%
CCc1nnc(NC(=O)CSc2nnc(-c3ccccc3O)n2CC)s1	-1%	-10%	5%	?	-3%	8%	-0.6	0%	-10%
COc1ccc(NC(=O)CN(C)C(=O)c2cc(C)on2)cc1	.	11%	4%	.	-11%	-12%	0.3	.	-1%
O=C(c1ccccc1Cl)N1CCCCC1CCN1CCOCC1 (configuration not stated)	2%	-18%	11%	-1%	7%	.	1.0	32%	14%
CCOc1ccc(NC(=O)c2c(NCc3cccnc3)sc3c2CCC(C)C3)cc1 (configuration not stated)	-4%	40µM*	3%	-20%	-11%[60.1 µM]	.	-0.1	11%	-14%
Cc1ccc2c(c1)NC(=O)C(CC(=O)NCCCN1CCN(c3cc(C)ccc3C)CC1)O2 (configuration not stated)	-9%	160%[activator]	?	24%	-25%	-3%	-1.1	-9%	-1%
COCCSc1nnc(NC(=O)C2CC(=O)N(C3CCCC3)C2)s1 (configuration not stated)	-1%	-6%	18%	-12%	5%	14%[12.4 µM]	0.4	-3%	6%
O=c1oc(Cc2ccccc2)nc2ccccc12	3%	?	-30%	-4%	-1%	36%	-1.0	3%	3%
Cc1ccc(C)c(Cn2c(=O)n(CCCCCC(=O)NCc3ccc4c(c3)OCO4)c(=O)c3sccc32)c1	-10%	-28%	13%	-9%	-1%	.	-0.4	-1%	4%
CCc1nnc(SCc2ccc(F)cc2Cl)c2cc3sc(C)cc3n12	-11%	-21%	17%	3%	-3%	.	0.6	8%	-3%
Cn1cnnc1SCC(=O)Nc1ccccc1C(=O)NC1CC1	-4%	0%	8%	-11%	-1%	2%	-0.2	1%	0%
COC(=O)c1c(-c2c(Cl)cccc2Cl)noc1NC(=O)NN1CCOCC1	-1%	0%	14%	-5%	-7%	-5%	1.0	2%	8%
Cc1ccc(-c2nc(CS(=O)CC(=O)NCCc3ccc(Cl)cc3)c(C)o2)cc1 (configuration not stated)	-5%	-33%	0%	45%[activator]	-8%	.	0.1	3%	2%
CN(CC(=O)Nc1ccccc1Cl)CC(=O)Nc1c(F)cccc1F	1%	5%	94%[activator]	-2%	5%	3%	0.3	-9%	18%
O=C(COC(=O)/C=C/c1ccc(Cl)cc1)NCCC1=CCCCC1	-5%	20%	317%[activator]	-4%	-5%	-5%	0.0	0%	8%
c1ccc(-c2cn3nc4c(nc3n2)CCCC4)cc1	-10%	?	43%[activator]	.	-1%	-11%	1.8	-8%	-6%
C/C(=N\OCC(=O)OCC(=O)NCc1ccccc1)c1ccc2c(c1)OCO2	.	-25%	40µM*	.	?	10%	0.1	.	4%
Cc1cc(C)c(NC(=O)C(C)n2c(=O)cc(C)c3c(C)nn(-c4ccccc4)c32)c(C)c1 (configuration not stated)	0%	-26%	24%	-4%	-4%	.	-0.1	-21%	-4%
CC(OC(=O)CNC(=O)c1ccc2ccccc2c1)C(=O)N(C)C1CCCCC1 (configuration not stated)	.	?	-10%	.	4%	39%[activator]	-0.9	.	2%
CCCCNC(=O)c1onc(CSc2cccc(OCC)c2)c1C(=O)O	0%	?	-9%	-14%	2%	-4%	0.0	10%	10%
Cc1ccc(S(=O)(=O)NCc2nc3nc(C)cc(C)n3n2)c(C)c1	-1%&-4%	15%&-18%	0%&9%	-16%&-5%	-5%&-11%	-1%	0.4&2.4	0%&2%	10%&1%
CC(OC(=O)Cc1ccccc1[N+](=O)[O-])C(=O)NC(=O)NC1CCCCC1 (configuration not stated)	.	2%	4%	.	-4%	18%	0.9	.	38%[activator]
N#C/C(=C\c1ccccc1)C(=O)Nc1cccnc1	0%	15%	6%	-5%	-16%	10%	0.0	1%	-9%
COc1ccc(Br)cc1CNC(=O)c1cc2c(=O)n(C)c3ccccc3c2s1	1%	-1%	25%	-11%	-14%	.	0.9	1%	2%
CC(C)N(Cc1nccn1C)C(=O)c1ccc(OC2CCN(C(=O)C3CC3)CC2)cc1	-6%	18%	-6%	-3%	5%	1%	0.7	2%	5%
Cc1ccn2c(-c3csc(NCc4ccco4)n3)c(C)nc2c1	-1%	2%	?	-24%	0%	2%	-0.2	4%	-2%
O=C(Nc1c[nH]c(=O)[nH]c1=O)c1cccc([N+](=O)[O-])c1	1%	?	-10%	-1%	-15%	5%	0.1	0%	15%
O=C(c1ccc(Cl)c(S(=O)(=O)N2CCCCC2)c1)N1CCN(Cc2ccccc2)CC1	-10%	2%	14%	-22%	-18%	-20%	0.0	-10%	-9%
NC(=O)CN(c1ccc([N+](=O)[O-])cc1)S(=O)(=O)c1ccccc1	-7%	0%	41%[activator]	-8%	-7%	21%	0.0	11%	-8%
COc1ccccc1C(=O)N1CCCCC1CCN1CCOCC1 (configuration not stated)	3%	0%	8%	1%	-19%	.	-0.2	-30%	3%

A portion of the library (hit frequency here may not be typical).
